aSyn rescue: alpha-synuclein toxicity inhibition in yeast. Yeast expressing alpha-synuclein, growth rescue, BacTiter-Glo, 24 h. Potency, µM (doses to about 46.1 µM), without a hit: top-dose growth rescue (activation), usual class: activators. 0.14% of 370,000 active. AID 652106; note: % of control where 0% means no effect; nearly all actives have a fitted effect of over 65% in size
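Readout is rescue of growth in alpha-synuclein-expressing yeast, so inhibitors of toxicity appear as activators. Growth after 24 hr at 30 deg C in galactose medium is quantified by luminescence.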
FUS suppressor: FUS proteinopathy suppression in yeast; 0.24% of 390,000 active; Potency, µM (top dose mostly 76.6 µM), without a hit: top-dose growth rescue (activation), most hits filed as activators; S. cerevisiae FUS-expressing, growth rescue, OD600, 24 h;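 note: plate controls were DMSO vehicle for no effect and reference control for full effect; nearly all actives have a fitted effect of over 55% in size; some results filed as inactive show a strong effect at the top dose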
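Steps: raffinose overnight preculture; dilution to OD 0.005 in 2% galactose minimal medium; compound addition (concentration series); 24hr at 30C, 99% humidity; absorbance read at 600 nm.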
PTHR1 agonist: agonists of human PTHR1 parathyroid hormone receptor | Q03431 | HEK293 GP2 PTHR1 cells, GloSensor cAMP luminescence, 1 h | Potency, µM (doses to about 115 µM), for inactives: top-dose activation, usual class: activators | 0.075% of 410,000 active | AID 743266; note: nearly all actives have a fitted effect of over 55% in size; some results filed as inactive show a strong effect at the top dose; inactives centre near -15; many of its hits are not listed in these tables
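HEK-293-derived GP2 cells expressing PTHR1 and a GloSensor cAMP reporter, 3,000/well, plated overnight, given luciferin plus IBMX (each 0.5 mM as added) for 1 h at 37 °C, then compound for 1 h at 37 °C. Luminescence was read after 15 min at room temperature.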
EPAC1 ag: activates human EPAC1 exchange factor. AID 720707. EPAC1 agonist qHTS, biochemical assay; response scale: 100% = response to 6.5 mM cAMP. O95398. Potency, µM (top dose mostly 154 µM), without a hit: top-dose activation, usual class: activators. 0.073% of 360,000 active; note: nearly all actives have a fitted effect of over 60% in size
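Nucleotide exchange by EPAC1 (100 nM) on Rap1B–BODIPY-GDP (250 nM) in the presence of 50 uM GDP is tracked fluorescently at 480/540 nm over 30 min. Signals are normalized to a 6.5 mM cAMP control.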
TDP-43 yeast inh: TDP-43 toxicity inhibition in yeast; TDP-43 expressing yeast growth rescue, BacTiter-Glo, 24 h; Potency, µM (titrated, usually from 46.1 µM), without a hit: at the highest dose growth rescue (activation), hits mostly activators; AID 652104; 1.8% of 410,000 active; note: % of control where 0% means no effect; nearly all actives have a fitted effect of over 50% in size
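Yeast expressing TDP-43 (pregrown in raffinose, seeded at OD600=0.02 in galactose medium) exposed to compounds 24 hr at 30 deg C. Growth read by BacTiter-Glo luminescence; rescue of toxicity appears as increased signal.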
EPAC2 antagonist: blocks human EPAC2 exchange factor | Potency, µM (highest dose often 114 µM), without a hit: at the highest dose activity, negative = inhibition, most hits filed as inhibitors | EPAC2 GEF exchange of Rap1B-BODIPY-GDP, fluorescence | AID 720708 | Q8WZA2 | 0.18% of 360,000 active; note: % is set by controls: 0 for no effect and ±100 for the full control effect; nearly all actives have a fitted effect of over 45% in size; many of its hits are not listed in these tables
Target sequence (Q8WZA2 whole entry, looked up): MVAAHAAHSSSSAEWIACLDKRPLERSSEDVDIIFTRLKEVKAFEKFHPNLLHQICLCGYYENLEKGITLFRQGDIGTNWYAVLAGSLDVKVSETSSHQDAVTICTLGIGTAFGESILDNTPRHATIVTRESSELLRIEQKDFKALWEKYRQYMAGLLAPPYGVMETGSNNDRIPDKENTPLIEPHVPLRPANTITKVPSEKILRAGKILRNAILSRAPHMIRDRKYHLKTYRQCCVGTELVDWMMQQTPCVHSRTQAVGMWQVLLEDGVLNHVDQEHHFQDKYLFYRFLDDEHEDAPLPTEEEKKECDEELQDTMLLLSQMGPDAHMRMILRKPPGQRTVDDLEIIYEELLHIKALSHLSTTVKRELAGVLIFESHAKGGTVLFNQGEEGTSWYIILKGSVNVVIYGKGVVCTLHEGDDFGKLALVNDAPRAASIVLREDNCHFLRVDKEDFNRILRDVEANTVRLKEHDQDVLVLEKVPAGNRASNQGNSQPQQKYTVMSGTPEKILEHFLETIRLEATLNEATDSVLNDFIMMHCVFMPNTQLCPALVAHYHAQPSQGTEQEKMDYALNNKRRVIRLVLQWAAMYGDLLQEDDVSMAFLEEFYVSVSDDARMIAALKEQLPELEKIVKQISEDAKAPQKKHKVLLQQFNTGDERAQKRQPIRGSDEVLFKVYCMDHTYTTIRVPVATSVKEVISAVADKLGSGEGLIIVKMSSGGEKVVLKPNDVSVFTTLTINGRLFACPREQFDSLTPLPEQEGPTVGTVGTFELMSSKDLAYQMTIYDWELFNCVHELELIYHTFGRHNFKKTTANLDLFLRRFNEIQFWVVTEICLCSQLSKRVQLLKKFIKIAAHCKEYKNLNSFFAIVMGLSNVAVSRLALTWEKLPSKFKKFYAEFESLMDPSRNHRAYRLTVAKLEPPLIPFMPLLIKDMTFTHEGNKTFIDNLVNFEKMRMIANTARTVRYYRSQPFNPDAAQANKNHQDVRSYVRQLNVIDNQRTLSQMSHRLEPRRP
EPAC2 ag: activates human EPAC2 exchange factor. Potency, µM (doses to about 154 µM), for inactives: top-dose activation, usual class: activators. 0.079% of 360,000 active. EPAC2 activation, biochemical qHTS; response scale: 100% = 6.5 mM cAMP response; note: nearly all actives have a fitted effect of over 50% in size
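Readout is BODIPY fluorescence (480 nm excitation, 540 nm emission), which falls as labeled GDP is exchanged off Rap1B. EPAC2 at 100 nM acted on 250 nM RAP1B-BODIPY-GDP with 50 uM GDP present.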
EPAC1 antagonist: EPAC1 (human) antagonism; O95398; EPAC1 GEF assay, Rap1b-BODIPY-GDP exchange fluorescence; Potency, µM (highest dose often 115 µM), for the others: top-dose activity change, negative = inhibition, hits mostly inhibitors; 0.14% of 360,000 active;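 note: plate controls were vehicle for no effect and positive control for full effect; nearly all actives have a fitted effect of over 50% in size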
Active calls of the source: *; i = inactive; ? = inconclusive; . = not tested or not shown; & = joins results of further samples; [ ] = another dose, or the depositor's remark. Calls come from the whole dose curve; as a rule, active = well fitted curve in the direction sought with a large enough effect; inconclusive = small, poorly fitted or top-dose-only effect, or another doubt; inactive = no such curve, though single readings can be large; an effect the other way counts as inactive or inconclusive. Potency is the fitted concentration of half-maximal effect. A portion of the library. The share of hits here may be higher or lower than overall.

Under each structure: aSyn rescue	FUS suppressor	PTHR1 agonist	EPAC1 ag	TDP-43 yeast inh	EPAC2 antagonist	EPAC2 ag	EPAC1 antagonist
CCOc1cc(/C=C2\C(=N)N3N=C(C)SC3=NC2=O)ccc1OCCOc1ccccc1
→ -1%	17%	i	-3%	4%	11%	-1%	3%
CC(C)(C)C(=O)Nc1ccnn1C1CCN(C(=O)c2cccc(Cl)c2)CC1
→ -3%	.	1%	4%	-3%	-6%	2%	1%
C=CCOc1ccc(C2/C(=C(\O)c3c(C)[nH]c(C(=O)OC)c3C)C(=O)C(=O)N2CCN(C)C)cc1 (stereo not drawn)
→ 5%	-6%	i	11%	11%	0%	-6%	-16%
COC(=O)C1=C(C)N(Cc2ccccc2)C(=NCc2cccc(C(F)(F)F)c2)N[C@H]1c1cccc(C(F)(F)F)c1
→ -57%[inhibitor]	?	i	-32%[inhibitor]	-82%[inhibitor]	-9%	-15%	-19%
O=C(OCCOc1ccc(Br)cc1)c1cnccn1
→ 0%	0%	-10%[57.5 µM]	-7%	21%	1%	22%	9%
COc1cccc(CNC(=O)CCC2CCCN(C(=O)c3csc(C(C)C)n3)C2)c1 (stereo not drawn)
→ -19%	22%	-5%	0%	-15%[0.397 µM]	-13%	-1%	5%
Cc1c(NC(=O)c2cc(-c3cccc(Cl)c3)on2)c(=O)n(-c2ccccc2)n1C
→ 1%	19%&5%	-76%&-15%[inhibitor]	-2%	-14%&24%	-7%	11%	-13%
CCCCn1c(N)c(N(CCOC)C(=O)COC(=O)C(C)Oc2ccc(Cl)cc2)c(=O)[nH]c1=O (stereo not drawn)
→ -5%	23%	-1%	7%	-3%	-1%	2%	-4%
COc1ccc(/C(O)=C2/C(=O)C(=O)N(CCN3CCNCC3)C2c2cccc([N+](=O)[O-])c2)cc1 (stereo not drawn)
→ -6%	31%	-13%	0%	-1%	0%	3%	8%
COc1ccccc1CNC(=O)C1=CCN(S(=O)(=O)c2ccc(C)cc2)CC1
→ 3%	11%	-10%	3%	6%	-5%	10%	-7%
COC(=O)c1sc(=S)n(-c2ccc(Cl)cc2)c1C
→ 2%	-10%	-40%[inhibitor]	4%	13µM*	-4%	2%	2%
O=C(NC1CCCCC1)c1cccc(NC(=O)c2ccccc2Cl)c1
→ 0%	0%	-45%[inhibitor]	4%	?	8%	10%	0%
N#CCC(=O)c1sccc1-n1cccc1
→ -1%	17%	i	8%	?	-4%	11%	-23%
Cc1ccc(OCC(=O)Nc2cc(S(=O)(=O)N3CCOCC3)ccc2N2CCCC2)cc1
→ 1%	25%	-19%	-5%	13%	-7%	7%	-20%
COc1ccccc1NC(=O)CN1C(=O)C2(SCC(=O)N2c2ccc(C)c(C)c2)c2ccccc21 (stereo not drawn)
→ 1%	7%	-19%	.	29%	.	.	.
CCCCc1c(CCC)c(=N)c2ccccc2n1C
→ 0%	-3%	-90%[inhibitor]	1%	-7%	13%	5%	13%
COCCn1c(SCc2cnc(-c3ccccc3)s2)nnc1-c1ccncc1
→ -6%	7%	0%[57.5 µM]	-1%	2%	2%	11%	1%
COc1ccc2cnnc(SCC(=O)Nc3ccc(C(C)=O)cc3)c2c1OC
→ -7%	.	i	2%	23%	-3%	0%	2%
COc1ccc(C2(C)NC(=O)N(Cc3cc(Cl)cc4c3OCOC4)C2=O)cc1OC (stereo not drawn)
→ -6%	35µM*	-25%[57.5 µM]	11%	-7%	-1%	5%	17%
O=C1CSC(=S)N1/N=C/C=C/c1ccccc1
→ -9%	.	i	1%	17%	2%	-3%	?

Two of the compounds above, field by field.
compound: COC(=O)c1sc(=S)n(-c2ccc(Cl)cc2)c1C
  aSyn rescue = 2%	FUS suppressor = -10%	PTHR1 agonist = -40%[inhibitor]	EPAC1 ag = 4%	TDP-43 yeast inh = 13µM*	EPAC2 antagonist = -4%	EPAC2 ag = 2%	EPAC1 antagonist = 2%

compound: CCOc1cc(/C=C2\C(=N)N3N=C(C)SC3=NC2=O)ccc1OCCOc1ccccc1
  aSyn rescue = -1%	FUS suppressor = 17%	PTHR1 agonist = i	EPAC1 ag = -3%	TDP-43 yeast inh = 4%	EPAC2 antagonist = 11%	EPAC2 ag = -1%	EPAC1 antagonist = 3%

Additional structures
Under each structure: aSyn rescue	FUS suppressor	PTHR1 agonist	EPAC1 ag	TDP-43 yeast inh	EPAC2 antagonist	EPAC2 ag	EPAC1 antagonist
COC(=O)c1cc(N/C(N)=N/c2nc(C)cc(C)n2)cc(C(=O)OC)c1
→ -2%	-11%	-12%	-5%	1%	6%	16%	4%
CC(=O)Nc1ccc(NC2=Nc3ccccc3N3C2=Nc2c(c(C)nn2-c2ccccc2)C3c2ccccc2)cc1 (stereo not drawn)
→ 0%	21%	-2%[57.5 µM]	-4%	2%	19%	6%	7%
COc1c(C)cc(C(O)c2ncc(-c3ccc(C(F)(F)F)cc3)[nH]2)cc1C (stereo not drawn)
→ 7%	-15%	-16%	-12%	0%	-27%	11%	?
CCOC(=O)N1CCN(C(=O)CSc2nnc3[nH]c(=O)c(C)c(C)n23)CC1
→ 3%	5%	i	6%	28%	9%	-4%	12%
COc1ccc(NS(=O)(=O)c2cccc(C(=O)NNC(=O)c3cccc(NC(C)=O)c3)c2)cc1
→ -3%	12%	i	7%	1%	2%	-1%	1%
O=C(Nc1ccccn1)c1ccc2c(=O)n3c(nc2c1)CCCCC3
→ -10%[1.84 µM]	4%	-34%[inhibitor]	-2%	-36%[inhibitor]	6%	7%	21%
COc1ccccc1N1CCN(C(=O)Nc2cccc(Cl)c2)CC1
→ 6%	15%	i	13%	-4%	-1%	6%	-11%
O=C(N/N=C/c1cc(Cl)ccc1O)c1cccnc1
→ 6%	-2%	-13%	1%	-11%	3%	5%	-27%
O=C(CC1(O)C(=O)N(Cc2ccccc2)c2ccccc21)c1ccncc1 (stereo not drawn)
→ 5%	6%	i	-1%	3%	-3%	5%	1%
O=C(Nc1nc2ccccc2n1CCOc1ccccc1)c1ccco1
→ -13%	-14%	-7%	11%	10%	3%	12%	1%
Cc1ccnc2nc(C(=O)N3CCN(S(=O)(=O)c4ccccc4)CC3)nn12
→ 6%	29%	i	3%	-3%	-5%	8%	3%
N/C(=N\OC(=O)c1cc(Cl)ccc1Cl)c1ccccn1
→ -33%[inhibitor]	11%	-24%	7%	-81%[inhibitor]	-11%	16%	0%
CCOc1ccc2nc(NC(=O)CN3CCOCC3)sc2c1
→ 1%	9%	i	4%	3%	6%	24%	-21%
O=C(CCNC(=O)c1ccc(Cl)cc1)Nc1ccc(S(=O)(=O)N2CCOCC2)cc1
→ 1%	3%	-94%[inhibitor]	-6%	-9%	-8%	12%	10%
COc1cc(OC)c2c(-c3ccccc3)cc(=O)oc2c1C(CCN1CCOCC1)c1ccc2c(c1)OCO2 (stereo not drawn)
→ 1%	20%	i	3%	8%	-11%	14%	-16%
CCOC(=O)C1=C(C)N(C)C(=O)NC1c1c(C)nn(-c2ccccc2)c1C (stereo not drawn)
→ 4%	-1%	-21%	-1%	8%	4%	-3%	8%
Cc1nc(SCC(=O)c2c[nH]c3ccccc23)n[nH]1
→ 0%	2%	-11%[57.5 µM]	5%	14%	-1%	6%	-6%
COc1cccc(NC(=O)NCc2cccn2C)c1
→ 3%	25%	-15%[57.5 µM]	-10%	0%	1%	2%	-27%
COc1ccc(-c2nnc(N(C)C(=O)c3cccnc3)s2)cc1
→ -1%	17%	-13%	2%	-3%	-1%	1%	-12%
COc1ccc2[nH]cc(CCn3ccc(=O)c(C)c3C)c2c1
→ -3%	-13%	i	4%	.	0%	4%	4%

Following part.
Under each structure: aSyn rescue	FUS suppressor	PTHR1 agonist	EPAC1 ag	TDP-43 yeast inh	EPAC2 antagonist	EPAC2 ag	EPAC1 antagonist
O=C(CSc1nnc(-c2ccc(C(F)(F)F)cn2)s1)c1ccc(Cl)cc1
→ -6%	-12%	i	11%	0%	4%	8%	5%
C(=NCCCN1CCOCC1)c1ccc2c(c1)OCO2
→ 5%	14%	i	-8%	-26%	6%	0%	3%
COC(=O)[C@@]12C[C@@H](CC(=O)NCC3CCCCC3)C(=O)N(CCc3ccc(OC)c(OC)c3)C1=CCC(C)(C)C2
→ 14%	?	-5%	-15%	24%	-17%	16%	-21%
Cc1cccc(CN2CCN(C3CN(Cc4ccc(F)cc4)S(=O)(=O)C3)CC2)c1 (stereo not drawn)
→ 1%	3%	-66%[inhibitor]	2%	?	-5%	3%	-6%
O=S(=O)(O)CCS
→ -1%	-35%	-22%	-8%	22%	-4%	6%	-6%
Cc1cc(Br)ccc1OCC(=O)NNC(=O)c1cnccn1
→ ?	-26%	i	5%	?	-9%	8%	-5%
CC1CCN(C2=C(NS(=O)(=O)c3ccc(Br)cc3)C(=O)c3ccccc3C2=O)CC1
→ 7%	28%	-37%[inhibitor]	3%	-6%	-26%	5%	-26%
c1ccc(-c2ccccc2OCCCN2CCCC2)cc1
→ 8%	0%	i	2%	9%	-1%	9%	-28%
CC1(C)C(c2ccco2)=[N+]([O-])C2(CCCCC2=O)N1O (stereo not drawn)
→ 15%	-7%	i	-2%	-5%	2%	3%	11%
CC(=O)n1cc(/C=N/NC(=O)c2ccc([N+](=O)[O-])cc2)c2ccccc21
→ -6%	-34%	-26%	0%	25%	-5%	-3%	4%
O=C(Nc1ccc(N2CCOCC2)cc1)C1CCCCC1
→ -1%	?	i	-2%	10%	4%	-7%	3%
Cn1cccc1CC(=O)N/N=C/c1ccco1
→ 0%	24%	i	9%	3%	10%	8%	0%
Cn1nc(-c2ccc(Cl)cc2)c2cc(C(=O)NCC3CCCO3)sc21 (stereo not drawn)
→ ?	21%	-20%	3%	22µM*	-12%	16%	-13%
CC1CC(C)CN(C(=O)COC(=O)c2ccc3c(c2)OCCO3)C1 (stereo not drawn)
→ 4%	8%	i	-9%	7%	-3%	-3%	-15%
Brc1ccc(-c2nnc3n2-c2ccccc2CC3)cc1
→ -7%	21%	-12%[57.5 µM]	-4%	10%	2%	3%	0%
Cc1ccc(NC(=O)CSCC(=O)Nc2ccccc2N2CCCCC2)cc1
→ 12%	19%	-47%[inhibitor]	4%	?	-17%	10%	?
Cc1ccc2cc3cc(C(=O)NCCCN4CC(C)CC(C)C4)oc3nc2c1 (stereo not drawn)
→ 0%	18%	-19%	-7%	-4%	3%	-7%	21%
O=C(Nc1cc(=O)[nH]c2nc(-c3ccccc3)nn12)c1ccc(Cl)cc1
→ 1%	-16%	-7%	1%	-5%	8%	-3%	-21%
COc1ccc2c(c1)CCCN2S(=O)(=O)c1ccc(Cl)cc1
→ 3%	-1%	-51%[inhibitor]	6%	?	-25%	13%	7%
COc1ccc(NC(=O)c2cccnc2C(=O)O)c(OC)c1
→ 10%	14%	-9%[57.5 µM]	8%	-13%	-1%	3%	1%

Screening data: PubChem, National Center for Advancing Translational Sciences (NCATS)
